From PubChem BioAssay
Nox1 inh – human Nox1 inhibition; Q9Y5S8; HT29 cells, luminol chemiluminescence ROS; inhibition, % at 6.7 µM; hit rate 0.81% among 16,000
TLR4 MyD88 blk – inhibitors of human TLR4-MyD88 binding. O00206. Cell-based TLR4-MyD88 binding inhibition assay. inhibition, % at 10 µM. hit rate 0.06% among 16,000; in the data active = inhibition above about 45%
rat GALR2 ag – activates the rat galanin receptor 2; O08726; cell-based GALR2 agonist screen; activation, % at 10 µM; hit rate 0.5% among 16,000; AID 833; in the data active = activation above about 15%
Target sequence (O08726 whole entry, looked up): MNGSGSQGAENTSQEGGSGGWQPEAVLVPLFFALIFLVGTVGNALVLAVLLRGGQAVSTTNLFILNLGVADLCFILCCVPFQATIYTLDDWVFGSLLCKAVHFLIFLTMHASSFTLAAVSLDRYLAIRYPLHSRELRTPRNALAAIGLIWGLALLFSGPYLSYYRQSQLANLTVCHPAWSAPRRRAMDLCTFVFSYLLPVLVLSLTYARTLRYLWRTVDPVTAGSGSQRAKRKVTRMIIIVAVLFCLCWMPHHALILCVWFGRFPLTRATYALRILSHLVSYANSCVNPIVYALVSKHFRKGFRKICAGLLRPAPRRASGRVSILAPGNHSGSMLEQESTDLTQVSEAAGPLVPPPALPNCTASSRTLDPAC
PME-1 Maybridge – Maybridge compound blocking human PME-1; Q9Y570; recombinant PME-1, FP-Rh probe fluorescence polarization; inhibition, % at 9 µM; hit rate 0.5% among 16,000; AID 2291; in the data active = inhibition above about 30%
KOR antag MB – OPRK1 (human) antagonism, Maybridge screen; P41145; OPRK1 cells, antagonist mode, fluorescence readout; inhibition, % at 9 µM; hit rate 0.4% among 16,000; AID 652031; in the data active = inhibition above about 50%
Luminol counter – quenches luminol chemiluminescence in Nox1 counter-screen; HRP/luminol/H2O2 chemiluminescence counterscreen; inhibition, % at 6.7 µM; hit rate 0.4% among 16,000; AID 1823; also: reference of the scale not given here
NOTCH agonist – NOTCH pathway agonism. NOTCH signaling luciferase reporter cells, luminescence. activation, % at 2.5 µM. hit rate 0.4% among 15,000. AID 434982; in the data active = activation above about 2.2%
S1P1 agonist – S1P1 (human) receptor agonism; hit rate 1.5% among 16,000; AID 1044; P21453; S1P1 agonist cell-based reporter assay; activation, % at 4.5 µM; in the data active = activation above about 80%
Target sequence (P21453 whole entry, looked up): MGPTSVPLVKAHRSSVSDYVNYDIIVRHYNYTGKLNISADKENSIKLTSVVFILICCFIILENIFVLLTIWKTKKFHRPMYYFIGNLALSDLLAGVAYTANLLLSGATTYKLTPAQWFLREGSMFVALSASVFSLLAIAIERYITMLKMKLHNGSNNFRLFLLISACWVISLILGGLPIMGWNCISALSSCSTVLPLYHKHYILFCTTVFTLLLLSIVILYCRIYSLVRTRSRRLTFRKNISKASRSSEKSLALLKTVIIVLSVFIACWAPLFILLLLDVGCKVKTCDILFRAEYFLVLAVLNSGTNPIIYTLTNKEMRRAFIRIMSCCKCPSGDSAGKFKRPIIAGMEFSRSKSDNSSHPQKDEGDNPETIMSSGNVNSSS
* = called active by the depositor; / = not tested or not shown. Rule as the data show it, unless noted: active = inhibition above about 75%; inactive = the rest.

Results follow in this order: PME-1 Maybridge, NOTCH agonist, rat GALR2 ag, S1P1 agonist, Nox1 inh, TLR4 MyD88 blk, Luminol counter, KOR antag MB
> CC(C)(C)C1=NN(c2nc3ccc(Cl)cc3s2)C(=O)C1
 : 2, -0.4, -3, -5, -141, 5, 1, -6
> Cn1c(=O)c(-c2ccccc2)c(OS(=O)(=O)c2ccc(Br)cc2)c2ccccc21
 : 3, -0.5, -4, 10, -69, 8, 5, 20
> O=C(COc1ccccc1)Nc1ccc2c(c1)OCC1CCCN21 (stereo unspecified)
 : -3, 0.1, -3, -20, -60, -5, 3, 10
> COc1c(NC(=O)N(C)C)csc1Cl
 : 4, 0.2, -3, 2, -10, 11, -1, 16
> CCn1nnnc1SCC(=O)N1CCN(c2ccccc2)CC1
 : -2, /, -5, -12, 24, -2, -3, -8
> COc1ccc(S(=O)(=O)N(c2ccc(Cl)cc2)S(=O)(=O)c2ccc(F)cc2F)cc1
 : 4, -0.1, -3, -2, 2, 2, -7, 22
> CCOC(=O)/C(=C\Nc1ccc(F)c(Cl)c1)S(=O)(=O)c1ccc(Cl)cc1
 : 0, 0.2, -7, -7, 2, -2, -6, 1
> Cc1oc(-c2ccc(Cl)cc2)cc1C(=O)C(C#N)=C1SCCS1
 : -11, -0.3, -9, -2, -49, -12, 1, 3
> Cc1cc(C(=O)NC2CCN(Cc3c(F)cccc3Cl)CC2)no1
 : 0, -0.7, -6, 1, -20, -6, 2, 16
> O=S(=O)(Nc1cc(C(F)(F)F)ccc1N1CCc2ccccc2C1)c1cccc2nonc12
 : -3, -1.0, -10, -32, -10, 3, 1, -12
> Cc1cc(C(F)(F)F)cc(-n2cc(C#N)c(N)n2)n1
 : 3, /, -7, -23, -24, -5, 1, 0
> CC(=O)CSc1ccc(OCC(F)(F)F)c(C#N)c1OCC(F)(F)F
 : 0, -0.6, -6, -1, -34, -5, 2, -11
> CCN(CC)C(=S)Oc1ccc(C#N)cc1
 : -1, -0.4, -2, 5, -33, 4, 2, 3
> CC(C)S(=O)(=O)c1cscc1N1C(=O)c2ccccc2C1=O
 : 0, -1.3, -1, 6, -8, -1, -2, -5
> Fc1cccc(Cl)c1CSc1nnc(-c2cn3cc(C(F)(F)F)cc(Cl)c3n2)o1
 : -9, -0.1, 0, 6, -64, -1, 2, 19
> Cc1cc(NC(=O)c2cc(-c3ccccc3)c(C(F)(F)F)s2)no1
 : 1, -0.4, -6, -5, -8, -1, -5, -2
> CC(C)(C)C(=O)Nc1c(Br)c(C2CC2)nn1-c1ccccc1
 : 0, -0.4, -7, 4, -80, 16, 0, 4
> COC(=O)c1ccccc1S1=NS(=O)(=O)c2ccccc21 (stereo unspecified)
 : 3, -0.2, 5, -8, -108, -1, -1, -12
> CCOC(=O)c1s/c(=N/N=C(C)C)n(C)c1C
 : 5, -0.7, -6, -13, 9, -5, -5, -16
> Cc1ccc2c(n1)CC(C)(C)C/C2=N/O
 : 2, -0.2, 1, 3, -58, 5, 1, 13
> O=C1[C@H]2CCCC[C@H]2C(=O)N1OCc1ccccc1
 : 2, 0.6, -2, -11, -20, 0, 1, 1
> O=C(COc1ncnc2cc(Cl)ccc12)NNC(=O)c1cccc2ccccc12
 : -2, -0.3, -9, -11, -5, -8, 2, -9
> O=C(O)c1nccnc1C(=O)N1CCN(c2ccc(C(F)(F)F)cn2)CC1
 : 2, -0.6, -4, 10, -48, /, 4, 0
> CC1CC(NC(=O)C(=O)Nc2ccc(Cl)cc2Cl)CC(C)(C)C1 (stereo unspecified)
 : 8, -0.4, -2, 5, 19, -5, -5, 10
> Cc1ccc([N+](=O)[O-])c(C(=O)NNC(=S)Nc2cccc(Cl)c2)c1
 : 8, -0.4, -4, 8, 1, 1, 7, 12
> CC(C)(C)c1ccc(NC(=O)CN2CCOCC2)c(NC(=O)C(Cl)(Cl)Cl)c1
 : 4, -0.4, -10, -7, -5, 1, -4, -26
> Cc1cccc(Cl)c1NC(=S)NCC1CCCO1 (stereo unspecified)
 : -2, 0.2, -4, -6, -19, 1, 2, 5
> CC(=O)OC[C@H](OC(C)=O)[C@H](OC(C)=O)[C@@H](O)[C@H]1SC[C@@H](C(=O)N(C)C)N1C(C)=O
 : 2, 0.5, -3, -9, 5, -3, -6, 2
> CCOC(=O)c1sc(CS(=O)(=O)c2ccc(Cl)cc2)nc1C
 : 4, -1.0, -7, 0, -22, -6, -9, -17
> Nc1cscc1S(=O)(=O)c1ccccc1
 : 3, -0.5, -4, -5, -27, -9, 3, -8

Reformatted as labelled records: part of the list above.
smiles: O=C(O)c1nccnc1C(=O)N1CCN(c2ccc(C(F)(F)F)cn2)CC1
  PME-1 Maybridge: 2
  NOTCH agonist: -0.6
  rat GALR2 ag: -4
  S1P1 agonist: 10
  Nox1 inh: -48
  TLR4 MyD88 blk: /
  Luminol counter: 4
  KOR antag MB: 0

smiles: CC1CC(NC(=O)C(=O)Nc2ccc(Cl)cc2Cl)CC(C)(C)C1 (stereo unspecified)
  PME-1 Maybridge: 8
  NOTCH agonist: -0.4
  rat GALR2 ag: -2
  S1P1 agonist: 5
  Nox1 inh: 19
  TLR4 MyD88 blk: -5
  Luminol counter: -5
  KOR antag MB: 10

(list continues)
Results follow in this order: PME-1 Maybridge, NOTCH agonist, rat GALR2 ag, S1P1 agonist, Nox1 inh, TLR4 MyD88 blk, Luminol counter, KOR antag MB
> CC(C)c1ccc(NC(=O)Cn2cccc(C(F)(F)F)c2=O)cc1
 : 5, 0.2, -3, -4, 8, -5, -8, 14
> N#CC(C(=O)C1CC1)=C1SCCS1
 : 4, 0.1, -6, -10, 13, -12, -6, 4
> CNC(=O)C(Sc1nnc(NC(=O)c2ccc(Cl)cc2)s1)C(C)=O (stereo unspecified)
 : -4, -0.6, -8, 3, 5, -5, 13, -2
> Cc1ccc(Cl)cc1NC(=O)CSCC(=O)O
 : 2, 0.0, -3, -2, 19, -3, -2, -9
> Oc1c(Cl)cc(Cl)cc1/C=N/NC(=S)NNc1ccccc1
 : 11, -0.3, -3, 54, 59, 5, 16, 11
> CC(C)Nc1c(-c2ccccc2)oc2ccc(C(=O)O)cc2c1=O
 : 2, -0.1, 28*, -2, -3, -11, -3, -17
> Cn1ccc(-c2cccc([N+](=O)[O-])c2)n1
 : 2, -0.3, -5, 4, 8, 1, -1, 6
> Cc1ccc(C(=O)C#Cc2ccccc2)cc1
 : -20, -0.8, -6, 29, -62, /, 3, -57
> O=C1NC2C3CC4CC(C3)CC2(C4)O1 (stereo unspecified)
 : 2, -0.1, -8, 1, -59, 6, 0, 16
> COc1ccc(CCN2C(=O)C(C)SC2c2cccnc2)cc1 (stereo unspecified)
 : 0, -0.2, -4, 1, -48, 11, 3, 0
> CNC(=S)NNC(=O)c1ccccc1
 : 0, -0.3, -2, -6, 11, 0, 2, 13
> CC(=O)NC(=O)CCSc1ccccc1C(=O)NC(C)=O
 : 8, -0.7, -3, -8, -5, 0, -7, 6
> S=c1[nH]nc(Cc2ccsc2)o1
 : -1, -0.1, -5, -6, 4, -1, 1, -3
> O=C(O)CNC(=O)Nc1ccccc1
 : 6, -0.6, -3, -16, 21, -3, -1, 12
> O=C(NNC(=S)Nc1ccccc1Cl)c1ccccc1C1=NCCCN1
 : 9, -0.9, -7, -34, -7, -5, -6, 13

Brought forward from above: 6 compounds, followed by the next part.
Results follow in this order: PME-1 Maybridge, NOTCH agonist, rat GALR2 ag, S1P1 agonist, Nox1 inh, TLR4 MyD88 blk, Luminol counter, KOR antag MB
> COc1ccc(CCN2C(=O)C(C)SC2c2cccnc2)cc1 (stereo unspecified)
 : 0, -0.2, -4, 1, -48, 11, 3, 0
> CNC(=S)NNC(=O)c1ccccc1
 : 0, -0.3, -2, -6, 11, 0, 2, 13
> CC(=O)NC(=O)CCSc1ccccc1C(=O)NC(C)=O
 : 8, -0.7, -3, -8, -5, 0, -7, 6
> S=c1[nH]nc(Cc2ccsc2)o1
 : -1, -0.1, -5, -6, 4, -1, 1, -3
> O=C(O)CNC(=O)Nc1ccccc1
 : 6, -0.6, -3, -16, 21, -3, -1, 12
> O=C(NNC(=S)Nc1ccccc1Cl)c1ccccc1C1=NCCCN1
 : 9, -0.9, -7, -34, -7, -5, -6, 13
> C#CCOC(=O)Nc1ccccc1[N+](=O)[O-]
 : -3, -0.4, -8, 4, -16, -7, 3, 0
> CCOC(=O)C(=CNc1ccc(F)cc1)C(=O)OCC
 : -2, -0.1, -4, -34, 0, 3, -1, -21
> Cc1nnsc1C(=O)NNC(=O)C1CCCCC1
 : 20, -0.6, -7, -5, -35, 6, 0, 6
> O=c1[nH]c2ccccc2n1Cc1ccccc1
 : 0, 0.2, -4, -8, -35, 5, -1, 8
> COc1cccc(/C=N/NC(=O)C2CCCN(C(=S)NNC3CC4C=CC3C4)CC2)c1O (stereo unspecified)
 : -1, /, -9, -57, 0, -9, 22, 2
> O=C(Nc1ccccc1)c1nnc(-c2ccccc2)o1
 : -4, -0.6, -1, 44, -37, 11, 3, 5
> COc1ccc(Oc2ccc([N+](=O)[O-])cc2-c2nc(CS(=O)(=O)c3ccc(F)cc3)no2)cc1
 : -5, -0.1, -4, 9, -24, -10, 5, -15
> O=C(Nc1ccccc1C(=O)NCCc1c[nH]c2ccccc12)c1ccccc1Cl
 : -8, -0.1, -11, 19, -32, /, 4, -8
> COc1cc(/C=N/N=C/c2ccccc2O)cc(OC)c1OC
 : 4, 0.4, -7, -20, 2, -5, 2, 9
> O=S1(=O)CC2=C(SCC/C2=N\Nc2c(Cl)cc(Cl)cc2Cl)c2cc(Cl)ccc21
 : -3, 0.3, -5, 13, -11, 5, 5, 7
> CC(=O)C1C(=O)c2cccc([N+](=O)[O-])c2C1=O (stereo unspecified)
 : 14, -0.4, -3, -5, -29, 14, 4, -4
> CSc1sc(Br)c2c1C(=O)CC(C)(C)C2
 : 0, -0.3, -5, 15, -47, 6, 0, -1
> Cc1cn(CCC(=O)NCc2ccc3c(c2)OCO3)c2ccccc12
 : 3, 3.5*, -6, -9, -40, -3, -1, -27
> CS(=O)(=NC=C(C#N)C#N)c1ccc(Cl)cc1 (stereo unspecified)
 : 3, -0.6, -6, -2, -63, -5, -1, -4
> CCOC(=O)c1c[nH]c2ccc(C(F)(F)F)cc2c1=O
 : 2, 0.7, -8, 59, 5, 1, 0, -11
> Cn1nc(C(F)(F)F)c(-c2ccccc2)c1NS(C)(=O)=O
 : 1, -0.3, -6, 20, -54, 7, -1, 8
> CCOC(=O)c1csc(NC(=O)CSc2cc(OC)ccc2OC)n1
 : -4, -0.3, -6, 5, -39, 6, 4, -3
> N#C/C(=C\c1cccs1)S(=O)(=O)c1cccs1
 : 5, -0.2, -7, -8, 14, 0, -6, -12
> CCOC(=O)c1cnc2c(F)ccc(F)c2c1Oc1cncc(Cl)c1
 : 2, -0.2, -2, 7, -36, -8, 3, 9
> Cc1[nH]ncc1S(=O)(=O)c1ccc(Cl)cc1
 : 2, -0.1, -5, 2, -78, 13, -2, 1
> C/S(=N/C(=O)Nc1ccc(OC(F)(F)F)cc1)c1ccc(OC(=O)c2ccc(Cl)cc2)cc1 (stereo unspecified)
 : -3, /, -10, -8, 8, -8, -8, 6
> O=C1NCCSC1c1ccccc1 (stereo unspecified)
 : 1, -0.3, -3, -8, 0, -5, -2, 23
> O=C(CCCC(=O)Nc1ccc(F)cc1F)Nc1ccc(F)cc1F
 : 5, 0.0, 1, 1, 9, 8, -7, 21
> Cc1c(C(=O)CSc2ncccc2C(=O)O)sc2ccccc12
 : 1, 0.3, -5, -185, -46, -2, 0, -5
> COC(=O)c1ccccc1NC(=S)NNC(=O)c1ccc([N+](=O)[O-])cc1
 : 4, -0.2, -3, -5, -98, 1, -1, 8
> CCOC(=O)c1ccc2c(c1)N(Cc1ccc(Cl)c(Cl)c1)C1CCCCN21 (stereo unspecified)
 : 0, -1.0, -3, 8, 3, 3, 0, -15
> CO[C@H]1O[C@H](CO)[C@@H](O)[C@H](O)[C@@H]1O
 : 0, -0.5, -3, 0, -44, 9, 2, 36
> CSC(=NCc1c(N)cccc1F)NC#N
 : 4, -0.4, -3, 1, 3, -18, -9, 20
> c1ccc(C2Cn3nnnc3-c3ccccc3O2)cc1 (stereo unspecified)
 : 5, -0.8, -4, -10, -42, 4, -1, 24
> COc1ccc(OCCNC(=O)CCCO)cc1
 : 1, -0.1, -4, -13, 2, -2, -2, -3
> O=C1/C(=C\c2ccccc2)N=C2SCCCCN12
 : 2, -0.2, -7, -16, -57, -10, -4, -7
> CN(C)/C=C/C(=N)SCc1c(F)cccc1Cl
 : -1, -0.6, -5, -14, -66, 0, 0, 16
> CS(=O)(=O)Nc1cc(-c2ccccc2)sc1C(N)=O
 : 2, -0.4, -3, -3, -60, -3, 0, 29
> CCOC(=O)c1c(NS(=O)(=O)c2ccc(C(F)(F)F)cc2)sc(C)c1-c1ccccc1
 : 0, -0.9, -4, -10, 4, 6, 0, 4
> O=C(Nc1ccccc1)Nc1ccc(C(F)(F)F)cc1Br
 : -10, -0.3, -12, 57, -58, 1, 3, 8
> COc1ccccc1Oc1cccc(C)c1
 : -3, -0.7, -5, 65, -52, /, 3, 5
> Cc1cc(C(=O)N/N=C/c2ccc([N+](=O)[O-])s2)no1
 : 0, -0.4, -8, -13, 0, -5, 4, 3

No enrichment for hits; about 4.4% have a hit in one of these screens.
